Source: PubChem BioAssay
TRPV1 ag: HTS Assay for Compounds that Act as Agonists of the Vanilloid Receptor 1 | Transient receptor potential cation channel subfamily V member 1 (Homo sapiens), Q8NER1 | TRPV1-expressing cells, Fluo-8 calcium influx, agonist mode | activation, % at 8.33 µM | hit rate 0.19% among 320,000 | AID 540275, 2011; in the data active = activation above about 80%; inconclusive = between about 30% and that limit; note: 0% is about no effect
Target sequence (Q8NER1 whole entry, looked up): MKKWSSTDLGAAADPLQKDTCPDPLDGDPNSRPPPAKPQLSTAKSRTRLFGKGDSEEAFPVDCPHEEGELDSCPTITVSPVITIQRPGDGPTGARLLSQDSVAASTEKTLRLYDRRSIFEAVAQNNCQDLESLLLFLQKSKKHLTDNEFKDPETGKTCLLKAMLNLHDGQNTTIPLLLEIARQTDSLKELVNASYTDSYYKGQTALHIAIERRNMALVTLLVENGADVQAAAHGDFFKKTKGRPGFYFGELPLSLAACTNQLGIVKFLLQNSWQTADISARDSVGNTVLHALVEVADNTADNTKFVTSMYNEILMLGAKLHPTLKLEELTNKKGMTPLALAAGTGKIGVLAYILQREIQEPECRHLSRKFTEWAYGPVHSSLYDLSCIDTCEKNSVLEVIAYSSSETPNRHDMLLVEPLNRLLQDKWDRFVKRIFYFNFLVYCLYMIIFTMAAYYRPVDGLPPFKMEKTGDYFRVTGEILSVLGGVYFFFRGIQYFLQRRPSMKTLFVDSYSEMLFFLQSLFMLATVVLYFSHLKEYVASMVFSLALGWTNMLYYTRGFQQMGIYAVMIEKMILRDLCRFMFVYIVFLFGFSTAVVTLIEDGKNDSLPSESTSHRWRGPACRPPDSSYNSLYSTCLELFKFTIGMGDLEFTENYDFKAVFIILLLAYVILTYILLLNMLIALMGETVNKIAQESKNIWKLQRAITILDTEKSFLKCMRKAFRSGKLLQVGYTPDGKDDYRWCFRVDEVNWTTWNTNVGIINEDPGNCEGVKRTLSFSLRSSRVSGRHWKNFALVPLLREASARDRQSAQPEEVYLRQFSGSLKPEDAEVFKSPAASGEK
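Cells expressing TRPV1 were dye-loaded with Fluo-8 and read kinetically: 10 s baseline, 3 min after compound (agonist portion), then 2 min after EC20 capsaicin (allosteric enhancer portion). Calcium-bound dye fluorescence at 480/520 nm.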
ELG1 repair inh: qHTS screen for small molecules that inhibit ELG1-dependent DNA repair in human embryonic kidney (HEK293T) cells expressing luciferase-tagged ELG1 | Potency, µM (highest dose often 46.1 µM), for inactives: top-dose activity change, negative = inhibition, actives largely listed as inhibitors | AID 504467, 2011 | HEK293T ELG1-luciferase reporter, luminescence, 16 h; DNA damage induced by 5-fluorouridine | hit rate 2.3% among 330,000; note: potency is the fitted concentration of half-maximal effect; % is set by controls: 0 for no effect and ±100 for the full control effect; nearly all actives have a fitted effect of over 55% in size
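Step one: seed 2,000 cells per well. Step two: pin-transfer compound or DMSO alongside 5-fluorouridine. Step three: incubate 16 hr, 37 °C, 5% CO2. Step four: add ONE-Glo, wait 30 min, read luminescence.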
Eya2 inh: qHTS Assay for Inhibitors of the Phosphatase Activity of Eya2. Protein phosphatase EYA2 (Homo sapiens), O00167. recombinant Eya2, OMFP fluorescence dephosphorylation (OMFP is methylfluorescein phosphate). Potency, µM (highest dose often 76.9 µM), inactives show top-dose activity, negative = inhibition, hits mostly inhibitors. hit rate 0.006% among 330,000; note: potency is the fitted concentration of half-maximal effect; % is set by controls: 0 for no effect and ±100 for the full control effect
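Eya2 (0.2 uM) preincubated 10 min at ambient with compound, then OMFP substrate added at 50 uM; 10 min reaction in 50 mM HEPES pH 7.5, 50 mM NaCl, 5 uM MgCl2, 0.05% BSA, 1 mM DTT. Fluorescence read at Ex 485/Em 525 nm.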
A-T KAP1 phos: qHTS Assay for Identifying a Potential Treatment of Ataxia-Telangiectasia; […] A-T fibroblasts, KAP-1 phosphorylation AlphaLISA; neocarzinostatin DNA damage 30 min before lysis; Potency, µM (titrated, usually from 57.5 µM), for the others: at the top dose activation, usual class: activators; hit rate 0.19% among 320,000; note: potency is the fitted concentration of half-maximal effect; % of control where 0% means no effect; nearly all actives have a fitted effect of over 45% in size
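ATM-like activity read as KAP-1 phosphorylation via AlphaLISA donor/acceptor antibody pairs after lysis and 6 hr at 25C. Cells were ATM-null patient fibroblasts ([…], hTERT), dosed 60 min, then exposed to the DSB inducer NCS for 30 min.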
KCNH2 3.1 block: qHTS for Inhibitors of KCHN2 3.1: Mutant qHTS. Potassium voltage-gated channel subfamily H member 2, brain isoform KCNH2 3.1 (human). U2OS KCNH2 3.1, thallium flux FluxOr; stronger effect = lower value. activity change, % (tested at about 1.8 µM). hit rate 0.95% among 340,000;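 active = maximum activity change below -70%; inconclusive = maximum activity change from -70% to -50%; inactive = maximum activity change above -50%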;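 note: thallium influx rate constant from kinetic fluorescence after stimulation buffer; % is set by controls: 0 for no effect and ±100 for the full control effect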
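U2OS cells transduced with KCNH2 3.1 mutant virus (1.77 x 10^8 /mL, 4 h), plated overnight at 37 C, loaded 45 min with FluxOr dye plus Red40 quencher. Thallium flux rate constant from kinetic reads after stimulation buffer, normalised to controls.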
Mito fusion yeast: qHTS Assay for Small Molecule Inhibitors of Mitochondrial Division or Activators of Mitochondrial Fusion; S. cerevisiae fusion-defective mutant growth rescue, CellTiterGlo 48 h; Potency, µM (titrated, usually from 46.1 µM), inactives show top-dose growth rescue (activation), hits mostly activators; hit rate 0.23% among 320,000; AID 485298, 2010;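 note: potency is the fitted concentration of half-maximal effect; % of control where 0% means no effect; nearly all actives have a fitted effect of over 45% in size; temperature-sensitive fusion mutants such as fzo1-1 at 37 °C on non-fermentable ethanol glycerol medium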
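S. cerevisiae fusion-defective temperature-sensitive mutants (e.g. fzo1-1, mgm1-5) grown 48 h at 37C in YPEG (ethanol/glycerol non-fermentable) medium with 23 nl compound per well; growth rescue read as CellTiterGlo luminescence.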
TSHR antag: Antagonists of the Thyroid Stimulating Hormone Receptor: HTS campaign; AID 504810, 2011; TSHR-expressing cells, TSH-stimulated cAMP HTRF, 2 h; stronger effect = lower value; Thyrotropin receptor (Homo sapiens), P16473; hit rate 0.2% among 330,000; activity change, negative = inhibition, % at 11.5 µM;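 active = activity change below a set negative limit, meaning inhibition stronger than a set level, cut at about -70% in these data; inconclusive = activity change between two set negative limits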; note: % is set by controls: 0 for no effect and ±100 for the full control effect
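TSHR-expressing cells, 200/well, pre-treated with compound, then stimulated with EC80 TSH (4nM final) for 2 hours at 37 deg C. cAMP measured by competitive HTRF: anti-cAMP cryptate antibody in lysis buffer plus cAMP-d2, read after 30 minutes at room temperature.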
hERG WT inh: qHTS for Inhibitors of KCHN2 3.1: Wildtype qHTS | Voltage-gated inwardly rectifying potassium channel KCNH2 (Homo sapiens), Q12809 | U2OS, BacMam KCNH2, thallium flux FluxOr; stronger effect = lower value | activity change, % at 1.84 µM | hit rate 0.37% among 340,000 | AID 720551, 2013;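 active = maximum activity change below -70%; inconclusive = maximum activity change between -70% and -50%; inactive = maximum activity change above -50%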; note: % is set by controls: 0 for no effect and ±100 for the full control effect
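U2OS cells transduced with wild-type KCNH2 virus are loaded with FluxOr dye for 45 min, and thallium flux is measured in kinetic reads before and after stimulation buffer. Rate constants are normalized to DMSO controls.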
USP2a block: qHTS Assay for Inhibitors of Ubiquitin-specific Protease USP2a Using CHOP2 as the Reporter; Ubiquitin carboxyl-terminal hydrolase 2 (Homo sapiens), O75604; USP2 core, Ub-CHOP2 coupled fluorogenic reporter, 485/531; hit rate 0.01% among 330,000; AID 463254, 2010; Potency, µM (titrated, usually from 38.3 µM), for inactives: at the top dose activity change, negative = inhibition, actives largely listed as inhibitors;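 note: potency is the fitted concentration of half-maximal effect; plate controls were DMSO wells for no effect and full inhibition by NEM control for full effect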
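Deubiquitinase activity read as fluorescence (485/531 nm) after Ub-CHOP2 cleavage activates the enterokinase reporter on its substrate; USP2 core 10nM, Ub-CHOP2 and substrate 25nM each, 30min compound preincubation then 60min RT; data normalized to NEM, curves fitted.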
TCR act: Activators of T cell receptors: qHTS campaign | AID 504894, 2011 | primary human leukocytes, anti-CD3, IL-2 HTRF, 48 h | 330,000 tested, under 10 active | Potency, µM (doses to about 9.22 µM), inactives show top-dose activation of IL-2 secretion, usual class: activators; note: % of control where 0% means no effect
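Primary human leukocytes receive a-CD3 beads and test compound and are incubated 48 hr. Secreted IL-2 is then assayed by HTRF, measuring 665nm acceptor emission after 320nm excitation of the europium donor.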
The depositor's hits bear a star; ? = inconclusive; · = not tested or not shown; [ ] = another dose, or the depositor's remark. Unless noted, calls come from the whole dose curve; as a rule, active = well fitted curve in the direction sought with a large enough effect; inconclusive = small, poorly fitted or top-dose-only effect, or another doubt; inactive = no such curve, though single readings can be large; an effect the other way counts as inactive or inconclusive. Some of the compounds tested; rates above refer to the full screens.

SMILES	TRPV1 ag	ELG1 repair inh	Eya2 inh	A-T KAP1 phos	KCNH2 3.1 block	Mito fusion yeast	TSHR antag	hERG WT inh	USP2a block	TCR act
COc1ccccc1NC(=O)CCCN1C(=O)C(c2ccccc2)Oc2cccnc21 (configuration not stated)	12.1	-2.7%	0.3%	8.8%	-3.2	28.0%	-2.8	6.2	-0.5%	2.4%
COc1cc(O)c(NC(C)=O)c2nonc12	·	1.0%	5.3%	11.7%	3.5	0.8%	-13.9	0.2	1.3%	0.0%
CCOC(=O)c1cc(C(=O)Nc2sc3c(c2C#N)CCCC3)nn1C	-2.7	-1.0%	11.5%	-50.1%[inhibitor]	3.0	2.7%	-44.3	13.2	-0.9%	-5.4%
Cc1ccc(N(CC(=O)NCc2ccc3c(c2)OCO3)C(=O)c2csnn2)cc1	0.8	?	11.3%	-7.2%	-13.9	2.2%	-11.1	2.7	1.5%	2.7%
O=C(CSc1nc2ccccc2c(=O)n1-c1ccccc1)N/N=C/C=C/c1ccccc1[N+](=O)[O-]	6.9	2.91µM*	-10.9%	-5.8%	-2.7	-6.7%	10.7	24.1	-16.7%	3.2%
O=C(O)/C=C/S(=O)(=O)c1ccc2ccccc2c1	2.1	20.5%	-1.4%	-2.3%	1.1	0.5%	2.7	-0.4	-1.0%	0.9%
CCOc1cc(C(C(=O)NCC2CCCO2)N(C(=O)Cn2nnc3ccccc32)c2ccc(C(C)=O)cc2)ccc1O (configuration not stated)	-3.6	14.5%	2.6%	2.0%	-25.8	-3.2%	2.4	-16.9	0.9%	2.1%
COc1c(Cl)cc(C(=O)NCc2ccco2)cc1Cl	25.3	?	2.3%	-14.4%	7.6	6.0%	-2.3	5.4	-1.9%	0.1%
CCOC(=O)c1sc(NC(=O)CSc2nnnn2-c2ccccc2)c(C(=O)OCC)c1C	-4.3	-0.9%	-2.9%	-1.2%	-3.4	3.1%	-2.9	-9.8	0.9%	-3.2%
O=C1CC(N2CCOCC2)C(=O)N1Cc1ccc(N2CCCC2=O)cc1 (configuration not stated)	-1.2	8.8%	-13.1%[15.4 µM]	-2.2%	-12.0	-1.9%	6.5	-9.1	1.7%	5.4%
CCOCCCNC(=O)C(c1ccc(OC)cc1)N(Cc1cccs1)C(=O)CNC(C)=O (configuration not stated)	-11.2	-1.7%	-4.9%	5.2%	-0.8	5.2%	-4.4	-12.4	0.7%	-11.1%
CN(C)c1ccnc2sc(C(=O)c3ccc(Br)cc3)c(N)c12	0.1	?	17.1%	1.7%	7.3	-2.6%	0.2	-8.3	10.6%	-5.7%
Cc1cc([N+](=O)[O-])nn1Cc1ccc(C(=O)N/N=C/c2ccc(N(C)C)cc2)cc1	-1.2	-1.9%	-2.4%	-2.1%	4.0	0.3%	-4.8	3.8	-0.6%	5.6%
N#Cc1ccc(OCC(=O)NCCCn2ccnc2)cc1	·	18.2%	-13.4%	3.6%	4.2	·	1.9	0.6	-0.9%	-9.8%[46.1 µM]
[N-]=[N+]=NC1CC(CO)OC1n1ccc(=O)[nH]c1=O (configuration not stated)	-1.1	15.9%	5.6%	5.4%	-1.3	-0.7%	46.1	16.1	1.6%	-1.6%
Cc1nc(SCC(=O)Nc2nc3ccccc3s2)n[nH]1	0.6	?	3.5%	-0.4%	22.8	0.3%	7.7	1.6	-1.5%	-0.9%
Cc1ccc(Cl)cc1N1CCN(Cc2nnnn2C2CCCCC2)CC1	?	-11.5%	-9.6%	2.8%	·	-7.9%	4.5	-10.6	-3.8%	-0.8%
Cn1c(SCc2nnc(-c3ccccc3)o2)nc2ccccc21	-2.3	2.4%	-3.1%	-0.5%	-4.4	-1.8%	2.2	-4.8	-1.0%	-10.3%
C=CCn1cccc(C(=O)Nc2ccc(N(C)C)cc2)c1=O	?	?	-25.7%	-28.6%	9.3	-1.3%	-5.8	-3.8	-0.9%	-2.2%
COC(=O)Nc1nnc(SCc2ccc(C)cc2)s1	-0.1	?	-25.4%	-2.7%	24.6	0.5%	9.9	8.2	-1.8%	-2.6%[46.1 µM]
O=C(NCCN1CCOCC1)c1cc(=O)[nH]c2ccc(Br)cc12	-6.8	9.9%	-7.0%	-4.8%	-8.6	0.7%	3.6	-1.7	-1.1%	-21.7%
CCOc1ccccc1NC(=O)N1CCC(NC(=O)c2cccc(C)c2)CC1	10.9	-11.6%	2.9%	2.3%	8.7	0.8%	9.9	30.3	-0.5%	3.0%
COc1ccc(/C=C2\SC(=O)N(CC(=O)NCCCn3ccnc3)C2=O)cc1	-1.5	?	-5.9%	-8.3%	13.1	3.4%	-5.6	8.5	1.1%	0.8%
COc1ccc(NC(=O)COC(=O)c2ccc(NS(=O)(=O)/C=C/c3ccccc3)cc2)cc1	-2.9	2.2%	-5.6%	3.3%	13.0	-7.9%	-10.3	1.5	-1.0%	-2.1%[46.1 µM]
COc1ccc(Cc2nc(C(=O)Nc3ccc(F)cc3)cs2)cc1	?	-21.9%	-14.6%	6.4%	-16.1	22.2%	-21.3	-8.4	-0.3%	-0.3%
O=C(COC(=O)CNC(=O)c1ccc(Cl)c([N+](=O)[O-])c1)NNC(=O)c1ccccc1F	-0.2	15.4%	-15.3%	-2.1%	-0.6	-0.8%	-8.4	-13.4	-0.3%	·
CC(=O)Nc1ccc(S(=O)(=O)NC(=O)C23CC4CC(CC(C4)C2)C3)cc1	-0.5	-2.1%	9.8%[15.4 µM]	1.0%	-1.3	-0.6%	0.8	-0.2	3.7%	-10.2%
Cc1cccc(C)c1OC(=O)Cc1ccccc1[N+](=O)[O-]	16.2	-1.0%	-4.6%	6.7%	-4.7	2.4%	-11.0	5.2	2.9%	3.1%
Cc1ccc(C(C)(C)C)cc1S(=O)(=O)Nc1cccc(S(=O)(=O)NC2=NCCC2)c1	2.1	4.6%	1.9%	-1.5%	-2.7	-6.2%	-8.0	-8.8	5.5%	-1.8%[46.1 µM]
COc1ccc(/C=C2/C(=O)N(c3nc4ccccc4s3)N=C2CSc2ccc(Cl)cc2)cc1	-8.0	?	-0.9%	-0.1%	5.5	-2.5%	-15.0	10.0	1.9%	1.4%[46.1 µM]
Cc1nn(-c2nc3ccccc3[nH]2)c(=O)c2ccccc12	8.1	?	-6.9%	-3.2%	2.2	-46.0%[inhibitor]	11.0	-8.5	4.0%	0.7%
Cc1ccc(CNc2nc(N)c([N+](=O)[O-])c(Nc3cccc(F)c3)n2)cc1	0.1	-0.5%	15.2%	1.6%	-18.6	4.2%	-7.6	-7.7	0.9%	2.6%
O=[N+]([O-])c1ccc(N2CCN(C(=S)c3cccc([N+](=O)[O-])c3)CC2)cc1	-6.6	3.0%	8.7%	0.0%	-101.5*	5.8%	-3.5	-42.0	2.4%	5.3%
CCC(=O)Nc1nc2nc(-c3ccccc3)cc(-c3ccccc3)n2n1	-2.8	9.5%	-9.1%	?	-6.0	0.7%	2.9	9.5	-0.4%	-57.4%
O=S(=O)(NCC(c1cccnc1)N1CCN(Cc2ccccc2)CC1)c1cc(F)ccc1F (configuration not stated)	1.9	3.3%	-16.3%	-0.3%	-10.6	1.8%	-0.2	9.8	-3.0%	-1.7%
Cc1nc(SC(C)C(=O)NC2CCCC2)c2ccccc2n1 (configuration not stated)	3.5	-19.5%	19.5%	8.8%	4.5	10.8%	-5.5	-4.3	1.9%	1.1%
CN(C)CCCNC(=S)NCc1ccc(Cl)cc1	4.1	?	-1.4%	19.6%	-8.3	-6.6%	17.9	28.8	0.1%	-7.6%[46.1 µM]
O=C(c1cc(-c2ccc(F)cc2)on1)N1CCCCCC1	-0.4	?	11.5%	9.6%	5.1	-9.8%	11.3	7.4	-0.6%	-12.0%
O=C(NCc1cccc(Cl)c1)c1cc(=O)[nH]c2ccccc12	-1.8	4.0%	-7.5%	4.4%	0.6	3.7%	-1.9	1.3	0.0%	-1.1%
